# Bioassay records as filed in PubChem BioAssay.
# MCF10A rerep: A quantitative high throughput screen for small molecules that induce DNA re-replication in MCF 10a normal breast cells | MCF 10A DNA re-replication, Hoechst nuclear intensity, 48 h | Potency, µM (titrated, usually from 46.1 µM), without a hit: at the highest dose activity, positive = re-replication, actives largely listed as activators | hit rate 2.9% among 350,000 | AID 624296, 2012; note: potency is the fitted concentration of half-maximal effect; % of control where 0% means no effect; nearly all actives have a fitted effect of over 50% in size
# KB-3-1 tox: qHTS assay for MDR1-selective chemotherapeutics: Primary screen using the parental adenocarcinoma cell KB-3-1; KB-3-1 viability, CellTiter-Glo ATP luminescence, 72 h; Potency, µM (top dose mostly 46.1 µM), for inactives: top-dose activity change, negative = cytotoxic, actives largely listed as cytotoxic; hit rate 1.4% among 400,000; AID 1347075, 2019; note: potency is the fitted concentration of half-maximal effect; % is set by controls: 0 for no effect and ±100 for the full control effect; nearly all actives have a fitted effect of over 60% in size
#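 Cytotoxicity measured as CellTiter-Glo luminescence after 72 h at 37 C. Compound titrations were pinned onto drug-naive KB-3-1 parental adenocarcinoma cells grown in DMEM with 10% FBS, and normalized data fitted to concentration-response curves.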
# ATXN viability: Viability Counterscreen for Primary qHTS for Inhibitors of ATXN expression; S2 cells (HEK-293 line with an ATXN2-luciferase reporter) viability, CellTiter-Fluor protease fluorescence, 24 h; hit rate 0.49% among 400,000; Potency, µM (titrated, usually from 56.7 µM), actives largely listed as cytotoxic; note: potency is the fitted concentration of half-maximal effect; nearly all actives have a fitted effect of over 40% in size
# HT1080 IDH1KD tx: qHTS for induction of synthetic lethality in tumor cells producing 2HG: qHTS for the HT-1080-IDH1KD cell line; HT-1080 IDH1 knockdown viability, ATP luminescence, 48 h; Potency, µM (top dose mostly 46.1 µM), inactives show at the top dose activity, negative = toxicity, usual class: cytotoxic; hit rate 2% among 360,000; AID 686971, 2013;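 note: potency is the fitted concentration of half-maximal effect; 0% = DMSO wells and -100% = cell-free medium wells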
#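 In this qHTS, HT-1080 cells depleted of IDH1 are exposed for 48 h at 37 °C to compound titrations. Toxicity is scored from CellTiter-Glo luminescence, with DMSO as full viability and medium alone as none.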
# HT1080NT lethal: qHTS for induction of synthetic lethality in tumor cells producing 2HG: qHTS for the HT-1080-NT fibrosarcoma cell line | HT-1080-NT fibrosarcoma viability, CellTiter-Glo ATP luminescence, 48 h | Potency, µM (series often up to 46.1 µM), without a hit: at the highest dose activity, negative = less viability, actives largely listed as cytotoxic | hit rate 1.6% among 360,000;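 note: NT is the 2HG producing partner of a matched IDH1 knockdown line; potency is the fitted concentration of half-maximal effect; 0% = DMSO-treated cells and -100% = media-only wells without cells; nearly all actives have a fitted effect of over 55% in size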
#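 HT-1080-NT; 750 cells/well; 5% FBS RPMI; 48 h compound, 37 degrees C; CellTiter-Glo luminescence; curve fitting and curve-class assignment.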
# HepG2 viability: qHTS for Inhibitors of TGF-b: Cytotox Counterscreen. HepG2 CAGA-GFP viability, ATP luminescence, 18 h. Potency, µM (doses to about 46.1 µM), for inactives: top-dose activity change, negative = cytotoxicity, most hits filed as cytotoxic. hit rate 0.76% among 410,000; note: potency is the fitted concentration of half-maximal effect; some results filed as inactive show a strong effect at the top dose
#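 HepG2 CAGA-GFP cells (1000/well, DMEM with 1% FBS) received compound, then TGF-beta at 500 pg/mL final, and were incubated 18 hours at 37 degrees C. Viability was read by CellTiter-Glo luminescence. Media-only wells were set as complete cell-killing and DMSO as no toxicity.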
# ATXN2 expr inh: Primary qHTS for Inhibitors of ATXN expression; HEK-293 ATXN2-luciferase reporter, luminescence, 24 h; Potency, µM (series often up to 57 µM), inactives show top-dose activity change, negative = inhibition, most hits filed as inhibitors; hit rate 0.72% among 360,000; AID 1745845, 2022; note: potency is the fitted concentration of half-maximal effect; % is set by controls: 0 for no effect and ±100 for the full control effect; nearly all actives have a fitted effect of over 55% in size
#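 ATXN2-luciferase reporter cells (luciferase flanked by upstream and downstream ATXN2 gene portions) were treated 24 h at 37 °C with compounds at up to 57 uM. SteadyGlo luminescence gave expression; GF-AFC fluorescence gave viability.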
# IL-1B inflam inh: qHTS for Inhibitors of Inflammasome Signaling: IL-1-beta AlphaLISA Primary Screen | THP-1 LPS/ATP IL-1B secretion, AlphaLISA, 16 h; hits give low values | AID 743279, 2014 | activity change, % at 57.5 µM | hit rate 4.7% among 360,000; in the data active = activity change below about -50%; inconclusive = mostly about -30% to -49%; note: % is set by controls: 0 for no effect and ±100 for the full control effect
#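 Secreted IL-1B measured by AlphaLISA bead assay after 16 h compound exposure of THP-1 cells; compounds (final up to 57.5 uM) added 1 h before LPS (250 ng/mL) and ATP (1.25 mM) stimulation; lower signal means less secretion.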
# SW480 rerep: A quantitative high throughput screen for small molecules that induce DNA re-replication in SW480 colon adenocarcinoma cells; Potency, µM (series often up to 46.1 µM), for inactives: at the top dose re-replication activation, usual class: activators; SW480 DNA re-replication, Hoechst DNA content imaging, 48 h; AID 624297, 2012; hit rate 1.8% among 340,000; note: potency is the fitted concentration of half-maximal effect; % of control where 0% means no effect; nearly all actives have a fitted effect of over 55% in size
#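 DNA re-replication was detected as more nuclei of elevated Hoechst intensity after 48 hr exposure to compound (23 nL pinned per well of 250 cells).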
# Active calls of the source: *; i = inactive; ? = inconclusive; nt = not tested or not shown; & = joins results of further samples; ! = a repeat was not active; [ ] = remark or other dose. Unless noted, calls come from the whole dose curve; as a rule, active = well fitted curve in the direction sought with a large enough effect; inconclusive = small, poorly fitted or top-dose-only effect, or another doubt; inactive = no such curve, though single readings can be large; an effect the other way counts as inactive or inconclusive.
SMILES,MCF10A rerep,KB-3-1 tox,ATXN viability,HT1080 IDH1KD tx,HT1080NT lethal,HepG2 viability,ATXN2 expr inh,IL-1B inflam inh,SW480 rerep
COc1ccc(O)c(CN2CCN(C/C=C/c3ccccc3)CC2)c1,43%,-2%,i,?,11%,-18%,-14%,-15,-7%
CC1CC1C(=O)Nc1ccc(-c2ccccc2)cc1 (configuration not stated),9%,-1%,?,-5%,2%,-18%,nt,-14,?
CCc1ccc(NC(=O)N[C@H](C(=O)O)C(C)CC)cc1 (some centres not stated),5%,9%,i,9%,14%,-8%,4%,22,-54%[inhibitor]
O=C(c1ccc2c(c1)OCO2)C1CCCN(C(=O)c2cnn(Cc3ccccc3)c2)C1 (configuration not stated),1%,?,i,1%,1%,-5%,nt,6,10%
Cc1ccc(CNC(=O)C23CN(Cc4ccccc4)CC2C(c2ccc([N+](=O)[O-])cc2)=NO3)o1 (configuration not stated),5%,0%,i,-17%,-38%,-25%,0%,nt,21%
CCOC(=O)C1C(=O)C=C(C)C(C(=O)OCC)C1c1ccc(OC)cc1 (configuration not stated),-4%,-18%,i,-13%,6%,-2%,-10%,4,-6%
CC(=O)c1ccc(NC(=O)CSc2ccc3nnc(-c4ccccn4)n3n2)cc1,1%,23%,i,-7%,1%,-4%,1%,-2,91%
c1ccc(-c2cn3c4c(sc3n2)CCCC4)cc1,21µM*!,?,i,?,11µM*,-30%&-82%,-71%&-47%,-17&19,?
NNC(=O)c1cc(-c2ccccc2)sc1N,-1%,5%,i,13%,-4%,-19%,nt,0,16%
COc1ccc(C#Cc2ccc3c(=O)c4ccccc4n(C)c3c2)cc1,?,3%,i,3%,1%,-23%,-4%,34,?
COC(=O)c1cccc(-n2nnnc2SCC(=O)Nc2nc3c(s2)CCCC3)c1,-1%,-2%,i,1%,-1%,8%,-4%,32,-2%
CCOC(=O)C1(Cc2cccc(F)c2)CCN(C(=O)COC)CC1,18%,15%,i,0%,0%,-4%,nt,-3,-6%
O=C(Nc1ccc2c(c1)CCCN2C(=O)c1ccccc1)c1ccccc1,9%,?,i,?,?,-45%,-18%,-30,0%
O=C(O)c1ccccc1Cc1nc2cc(Cl)ccc2c(=O)[nH]1,-1%,4%,nt,23%,18%,-22%,-5%,18,-4%
O=C(COc1ccc([N+](=O)[O-])cc1)NNC(=S)NC(=O)c1ccc(Br)cc1,16%,-1%,i,-16%,-8%,-24%,-21%,2,2%
COc1ccc(CCN2CC(C(=O)NCc3cnn(C)c3)CCC2=O)cc1 (configuration not stated),nt,16%,i,2%,7%,-4%,nt,9,nt
C/C(=N\Nc1cccc(C(=O)O)c1)c1ccc(Cl)s1,-3%,3%,i,-1%,-17%,5%,13%,-1,-2%
CC1(Cc2ccc3c(c2)OCO3)C(=O)Nc2ccc(-c3cccc(C(F)(F)F)c3)cc21 (configuration not stated),nt,?,?,?,?,18µM*,?,?,nt
CC(C)c1ccc(C(=O)OC2CCOC2=O)cc1 (configuration not stated),9%,15%,i,20%,25%,6%,-12%,-11,-4%
COc1ccc(Br)cc1C(=O)Nc1cccc(NC(=O)c2ccco2)c1,5%,14%,i,-10%,-18%,-10%,-32%,-21,-9%
CCN1C(=O)/C(=C\N2CCCc3ccccc32)SC1=S,2%,-3%,?,6%,20%,40%,16%,-12,1%
CC(=O)NC(Nc1c(C)n(C)n(-c2ccccc2)c1=O)C(Cl)(Cl)Cl (configuration not stated),-4%,0%,?,1%,6%,0%,-15%,9,-16%
CCCCSCCCNC(=O)c1cn(C)c2ccc(S(=O)(=O)N3CCCCC3)cc2c1=O,nt,19%,i,nt,nt,-6%,10%,nt,nt
CC(C)(C)NC(=O)C(c1cc2ccccc2o1)n1c(=O)c(-c2ccccc2)nc2ccccc21 (configuration not stated),nt,-19%,nt,-11%,-6%,nt,nt,26,nt
CC(C)c1ccc(N(CC(=O)NCCCN2CCOCC2)S(=O)(=O)c2ccccc2)cc1,14%,3%,i,2%,0%,-3%,15%,7,-9%
COc1ccc(OC)c(S(=O)(=O)N2CCN(c3ccccc3OC)CC2)c1,6%,0%,i,-10%,-16%,-10%,-27%,7,3%
COc1cccc(OCC(=O)N(C)Cc2nc(-c3ccccc3)no2)c1,0%,-4%,i,-2%,0%,-10%,6%,35,-4%
CCOc1ccccc1C1C(C(=O)Nc2ccc(OC)cc2)=C(C)Nc2nc(CCCO)nn21 (configuration not stated),-4%,-8%,i,0%,3%,-19%,9%,0,-2%
CCN(CC)S(=O)(=O)c1ccc(C(=O)NCc2cccs2)cc1,0%,5%,i,-5%,3%,-16%,20%,?,-3%
O=S1(=O)N[C@H](Cc2ccccc2)COc2cccc(N3CCC[C@H]3CO)c21,nt,18%,?,4%,-2%,nt,-5%,-10,nt
CN1CCN(C(CNC(=O)C(=O)Nc2ccc3c(c2)OCO3)c2ccc(F)cc2)CC1 (configuration not stated),23%,-11%,i,-17%,-2%,-12%,-33%,?,-431%[inhibitor]
COc1ccc(Cl)cc1N(CC(=O)NCC(C)C)S(=O)(=O)c1ccc(C)c([N+](=O)[O-])c1,-1%,6%,i,-1%,-5%,37%,11%,2,-9%
O=C(Cc1ccccc1[N+](=O)[O-])NCCC1=CCCCC1,5%,2%,i,2%,0%,-13%,4%,-12,7%
Cc1[nH]c2ccccc2c1N=Nc1ccccc1C(=O)O,-2%,17%,?,-8%,-9%,-18%,3%,7,4%
COC(=O)c1cc2c(ccn2-c2ccc(F)cc2)n1C(C)C,?,0%,i,4%,3%,-31%,2%,0,18%
Clc1ccccc1SCc1nc2ccccc2[nH]1,-3%,0%,i,?,-5%,-51%,18%,-7,-9%
C[C@H](CO)N1C[C@H](C)[C@@H](CN(C)Cc2ccc(C(=O)O)cc2)Oc2c(NC(=O)Cc3ccccc3)cccc2C1=O,-5%,9%,i,15%,5%,3%,8%,2,1%
CC1Cc2cc(C(=O)O)ccc2O1 (configuration not stated),-1%,1%,i,7%,12%,10%,2%,2,-10%
N#CC1=C(N)C(C#N)(C#N)[C@H](c2cccnc2)[C@H]2CN(C(=O)OCc3ccccc3)CC=C12,?,2%,i,?,-11%,-41%,nt,26,?
Cn1nnnc1NCc1cccc(Cl)c1Cl,6%,10%,i,7%,1%,2%,5%,-10,-7%
Cn1nc(C(=O)NCCc2ccc(S(N)(=O)=O)cc2)c2ccccc2c1=O,1%,0%,i,7%,?,13%,nt,29,2%
CCCCCCc1nc2nc(Cl)c(Cl)nc2[nH]1,nt,-26%,i,-1%,-1%,4%,nt,11,nt
CCOc1ccc(N(CC(=O)NC(C)(C)C)C(=O)c2ccco2)cc1,-6%,3%,i,5%,0%,-5%,2%,-10,-3%
O=C(CSc1nc2ccccc2s1)NCCOc1ccccc1,4%,8%,i,11%,9%,9%,29%,13,?
CCNC(=S)N1CCN(c2nc(-c3cccc(OC)c3)cs2)CC1,?,-14%,?,?,-19%,-11%,144%[activator],5,6%
COc1ccc(Nc2cc(C(=O)NCCc3ccc(C)cc3)c3ccccc3n2)c(OC)c1,nt,?,i,nt,nt,-32%,5%,nt,nt
CC(C)CNCC1OCc2ccccc2CO1,-1%,4%,i,13%,15%,0%,2%,14,?
CCOC(=O)C1C(c2ccc(C(=O)O)cc2)NC(=O)NC1(O)C(F)(F)F (configuration not stated),-36%[inhibitor],2%,i,2%,1%,-13%,4%,-9,-6%
COc1ccc(CCC(=O)Nc2cccc(S(=O)(=O)N(C)C)c2)cc1OC,2%,-7%,i,6%,3%,-22%,-13%,12,-3%
O=C(CN1C(=O)NC2(CCCCCC2)C1=O)Nc1ccccc1[N+](=O)[O-],1%,4%,i,4%,-2%,-3%,-27%,0,-9%
COc1ccc(Cl)cc1NC(=O)c1c(NCc2ccc(C)o2)sc2c1CCC(C)C2 (configuration not stated),nt,-16%,?,nt,nt,-28%,?,nt,nt
COc1ccc(NC(=O)CSc2nnc(-c3cccnc3)n2Cc2ccco2)c(OC)c1,-16%,1%,i,12%,11%,9%,4%,-9,-4%
CC(=O)OCC=C1CCC2C3CCC4=CC(=O)CCC4(C)C3C(O)CC12C (configuration not stated),13%,?,i,-4%,3%,-14%,-7%,-7,2%
CC(=O)OC(C)(C)C#CCN1CCCC1,3%,-6%,i,?,4%,1%,1%,4,-11%
O=C(CCN1CCCCC1)NNC(=S)NC(=O)c1ccc(Br)cc1,3%,?,i,-19%,-21%,-4%,-27%,3,-5%
Cc1cc(N2C(=O)C3C4CC(C(Br)C4Br)C3C2=O)no1 (configuration not stated),-7%,-5%,i,3%,8%,8%,2%,9,-4%

# Of the compounds above, these contain a CF3 group:
SMILES,MCF10A rerep,KB-3-1 tox,ATXN viability,HT1080 IDH1KD tx,HT1080NT lethal,HepG2 viability,ATXN2 expr inh,IL-1B inflam inh,SW480 rerep
CC1(Cc2ccc3c(c2)OCO3)C(=O)Nc2ccc(-c3cccc(C(F)(F)F)c3)cc21 (configuration not stated),nt,?,?,?,?,18µM*,?,?,nt
CCOC(=O)C1C(c2ccc(C(=O)O)cc2)NC(=O)NC1(O)C(F)(F)F (configuration not stated),-36%[inhibitor],2%,i,2%,1%,-13%,4%,-9,-6%

# Rows are unselected; about 8.9% have a hit in one of these screens.
